# Compound activity from PubChem BioAssay.
# LEDGF integ inh = blocks HIV-1 LEDGF/p75-dependent DNA integration. TR-FRET IN-LEDGF/p75 DNA integration, Eu/Cy5. inhibition, % at 3.7 µM. hit rate 0.64% among 370,000;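 active = inhibition above the screen-wide mean plus 3 SD, cut at about 13% in these data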;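 also: signal is the Cy5 over europium emission ratio at 671 and 618 nm; 0% = plate median of compound wells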
# DDE Tn6 FP inh = DD(E)-Tn6 binding inhibition, primary FP screen | P02675 | Fibrin DD(E) TRITC-Tn6 fluorescence polarization displacement | inhibition, % at 8.3 µM | hit rate 0.21% among 370,000 | AID 720509;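 active = inhibition above a per-campaign cutoff: mean of compounds within control limits plus 3 SD, cut at about 15% in these data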;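 also: 0% = median of all compound wells on the plate and 100% = blocking peptide control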
# TCR CD3 inh = inhibitors of human TCR-CD3 interaction; TAMRA-labeled TCR probe fluorescence, biochemical; inhibition, % at 9.4 µM; hit rate 0.37% among 360,000; AID 651800; in the data active = inhibition above about 19%;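 also: recombinant mutant TCR 2C K166C tagged with TAMRA read by polarization; 0% = receptor in buffer alone and 100% = receptor with positive control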
# TDP2 inh = blocks human TDP2 phosphodiesterase activity; recombinant TDP2, T5PNP hydrolysis, p-nitrophenol absorbance 415 nm; hit rate 0.34% among 370,000; inhibition, % at 12.8 µM; O95551; AID 720702;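 active = inhibition above the mean of all tested compounds plus 3 SD, set per campaign, cut at about 25% in these data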;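 also: 0% = DMSO with enzyme and 100% = buffer with substrate but no TDP2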
# Target sequence (O95551 whole entry, looked up): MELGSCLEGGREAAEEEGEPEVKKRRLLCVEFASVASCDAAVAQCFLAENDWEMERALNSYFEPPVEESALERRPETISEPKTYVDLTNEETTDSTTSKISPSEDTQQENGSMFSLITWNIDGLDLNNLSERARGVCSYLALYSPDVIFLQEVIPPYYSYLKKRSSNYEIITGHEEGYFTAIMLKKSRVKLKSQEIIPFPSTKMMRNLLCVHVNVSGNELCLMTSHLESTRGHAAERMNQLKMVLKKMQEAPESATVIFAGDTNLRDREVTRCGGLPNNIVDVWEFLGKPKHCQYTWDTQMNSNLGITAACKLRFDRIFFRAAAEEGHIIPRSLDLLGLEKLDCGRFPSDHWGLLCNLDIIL
#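 System – recombinant human TDP2 · Amount – 120 nM TDP2 per well · Buffer or medium – Mg2+-containing Tris-HCl buffer, pH 7.5 · Reagent – T5PNP substrate, 5 mM · Dosing – 12.8 µM single point, 1% DMSO · Incubation – 2 h at 37 °C · Measured by – epi absorbance · Read-out basis – percent inhibition · Benchmarks – high control without enzyme, low control DMSO plus TDP2 · Repeats – singlicate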
# PRMT1 inh = inhibitors of human PRMT1. inhibition, % at 2.79 µM. hit rate 1.3% among 370,000. recombinant PRMT1, activity-based probe fluorescence polarization. Q99873;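 active = inhibition above about 21% made by adding two undisclosed values, limit read from the data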
# UHRF1 binding = blocks human UHRF1 binding to methylated DNA; Q96T88; hit rate 0.75% among 370,000; inhibition, % at 4.4 µM; UHRF1 binding to methylated oligo, TR-FRET; AID 687016; in the data active = inhibition above about 21%;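 also: UHRF1 SRA domain binding a hemimethylated CpG hairpin DNA probe; 0% = median of test compound wells and 100% = reference inhibitor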
# Tn7 DDE FP = disrupts Tn7 cyclic peptide binding to fibrin D-Dimer-E complex | P02675 | FP displacement of FITC-Tn7 peptide from fibrin DD(E); 0% = median of compound wells per plate | inhibition, % at 8.3 µM | hit rate 0.13% among 370,000 | AID 720508;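 active = inhibition above the mean of compounds falling within the control limits plus 3 SD of them, cut at about 14% in these data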;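 also: 0% = plate median of compound wells and 100% = 10 µM Aha-Tn7 peptide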
#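 Test system: human clot-derived fibrin DD(E) complex / Quantity: 2 µM final DD(E) protein / Incubation: 10 min plus 3 h, room temperature / Measured by: fluorescence polarization / Benchmarks: high control of 10 µM Aha-Tn7 peptide / Replicates: singlicate testing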
# SIAE inh = inhibitors of human sialic acid acetylesterase SIAE; inhibition, % at 9.66 µM; hit rate 0.69% among 370,000; SIAE FP-Rh probe binding, fluorescence polarization; AID 1053197; Q9HAT2;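 active = inhibition above a cutoff: mean of compounds within the control limits plus 3 SD of those, cut at about 17% in these data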;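 also: 0% = plate median of compound wells and 100% = probe without SIAE protein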
# Target sequence (Q9HAT2 whole entry, looked up): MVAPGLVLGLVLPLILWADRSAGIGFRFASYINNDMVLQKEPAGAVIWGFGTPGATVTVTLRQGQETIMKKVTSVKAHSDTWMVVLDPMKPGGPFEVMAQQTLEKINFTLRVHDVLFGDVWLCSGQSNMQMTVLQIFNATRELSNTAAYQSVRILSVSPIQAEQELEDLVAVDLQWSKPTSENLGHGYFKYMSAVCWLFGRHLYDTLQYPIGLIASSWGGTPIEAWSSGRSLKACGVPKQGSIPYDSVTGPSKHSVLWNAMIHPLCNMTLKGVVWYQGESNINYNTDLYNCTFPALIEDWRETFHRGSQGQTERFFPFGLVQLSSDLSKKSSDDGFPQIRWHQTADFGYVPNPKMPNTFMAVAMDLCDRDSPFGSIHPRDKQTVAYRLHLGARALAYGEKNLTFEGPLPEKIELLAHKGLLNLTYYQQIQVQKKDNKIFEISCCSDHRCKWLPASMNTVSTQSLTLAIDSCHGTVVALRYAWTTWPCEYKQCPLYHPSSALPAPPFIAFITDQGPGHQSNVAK
# MBD2 DNA inh = blocks human MBD2 binding to methylated DNA. inhibition, % at 4.4 µM. hit rate 0.31% among 370,000. AID 686964. Q9UBB5. TR-FRET, MBD2 binding to methylated oligonucleotide; in the data active = inhibition above about 13%
# KLK7 zymogen act = proKLK7 (human) activation, primary screen | P49862 | purified proKLK7, EDANS-DABCYL substrate fluorescence; 100% is mature enzyme control, 0% vehicle | activation, % at 7 µM | hit rate 0.9% among 370,000 | AID 652039;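 active = activation above the mean of all tested compounds plus 3 SD, computed per campaign excluding outliers beyond control limits, cut at about 13% in these data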
# Numbers without * were called inactive.
# Codes: A = LEDGF integ inh; B = DDE Tn6 FP inh; C = TCR CD3 inh; D = TDP2 inh; E = PRMT1 inh; F = UHRF1 binding; G = Tn7 DDE FP; H = SIAE inh; I = MBD2 DNA inh; J = KLK7 zymogen act
> COc1cccc(NC(=O)/C=C/c2ccco2)c1
  A: 1 | B: 4 | C: 0 | D: 10 | E: 11 | F: -1 | G: 6 | H: 1 | I: -2 | J: -0.6

> O=C(Nc1ccc2c(c1)OCO2)c1cc(C2CCCCN2C(=O)c2ccc3c(c2)CCO3)on1 (stereo not given)
  A: 3 | B: 5 | C: 9 | D: 3 | E: 2 | F: -1 | G: 1 | H: -4 | I: 1 | J: 0.0

> COc1ccc(-c2c(-c3ccc(OCC(=O)NN)cc3O)n[nH]c2C)cc1OC
  A: 7 | B: -2 | C: -2 | D: -8 | E: -2 | F: -4 | G: 9 | H: 4 | I: -6 | J: -0.5

> Cc1noc(/C=C/c2nn(C)cc2Cl)c1[N+](=O)[O-]
  A: 1 | B: -6 | C: -1 | D: 12 | E: 0 | F: -2 | G: 1 | H: 0 | I: -5 | J: 0.0

> CCOC(=O)C1CCCN(Cc2ccc(O)c(OC)c2)C1 (stereo not given)
  A: 0 | B: -5 | C: 2 | D: 10 | E: 2 | F: 3 | G: -3 | H: -4 | I: 3 | J: -0.4

> COc1ccc(CNC(=O)COC(=O)c2cccc(S(=O)(=O)N3CCOCC3)c2)cc1
  A: 3 | B: -4 | C: -2 | D: 7 | E: -1 | F: 2 | G: -3 | H: -4 | I: -1 | J: -0.2

> Cc1ccnc(NC(=O)c2cccc(S(=O)(=O)N3CCOCC3)c2)c1
  A: -1 | B: 2 | C: -5 | D: -2 | E: -6 | F: 0 | G: -9 | H: -1 | I: -1 | J: 0.0

> CCc1ccc(-c2cc(N)n(-c3ccccc3)n2)cc1
  A: 0 | B: 2 | C: -6 | D: -14 | E: 1 | F: 1 | G: 3 | H: -1 | I: -2 | J: -0.2

> CCCCC(=O)OCC(=O)C1(O)Cc2c(O)c3c(c(O)c2C(OC2CC(NC(=O)C(F)(F)F)C(O)C(C)O2)C1)C(=O)c1c(OC)cccc1C3=O (stereo not given)
  A: 4 | B: 43* | C: -7 | D: -9 | E: 25* | F: 6 | G: 0 | H: 12 | I: 8 | J: 0.4

> C[C@@H]1CN([C@H](C)CO)C(=O)CCCn2nncc2CO[C@H]1CN(C)Cc1ccc(-c2ccccc2)cc1
  A: 1 | B: 6 | C: 2 | D: -6 | E: -2 | F: -2 | G: 3 | H: -1 | I: 0 | J: 0.6

> CC(=O)C1=C(C)N(CC(C)C)C(=S)NC1c1cccc(Cl)c1 (stereo not given)
  A: 2 | B: 5 | C: -5 | D: 3 | E: 0 | F: -2 | G: -2 | H: 12 | I: 0 | J: 1.6

> CCOP(=O)(c1ccc(N(C)C)cc1)C(O)c1ccc(C)cc1 (stereo not given)
  A: -1 | B: 1 | C: 6 | D: 12 | E: -5 | F: -2 | G: -2 | H: 12 | I: 2 | J: 0.4

> COC(=O)c1nc(NC(=O)c2ccc(F)cc2)n[nH]1
  A: 0 | B: -10 | C: 4 | D: 15 | E: -3 | F: 3 | G: -11 | H: -1 | I: -2 | J: 0.3

> Cc1nn(-c2ccccc2)c(C)c1C(=O)OC/C(O)=C(\C#N)c1nc2ccccc2[nH]1
  A: -1 | B: -4 | C: -2 | D: 13 | E: 1 | F: -3 | G: -5 | H: 6 | I: -1 | J: 0.6

> COc1cc2c(cc1CNC[C@H]1O[C@@H](n3cnc(C(N)=O)n3)[C@H](O)[C@@H]1O)OCO2
  A: 1 | B: 2 | C: -15 | D: -3 | E: 2 | F: 0 | G: -1 | H: 4 | I: 6 | J: 0.2

> CCOc1cccc(-c2c(C(=O)N/N=C(\C)c3cccnc3)nnn2-c2nonc2N)c1
  A: 0 | B: 2 | C: 5 | D: -15 | E: -5 | F: 2 | G: -1 | H: 2 | I: 2 | J: -0.8

> COc1ccc(COc2cc(-c3cccc(OC)c3)nc3ccc(NC(=O)c4ccc(Cl)cc4)cc23)cc1
  A: 1 | B: 1 | C: -7 | D: -12 | E: -1 | F: 0 | G: -6 | H: -46 | I: -3 | J: -1.5

> CC(=O)c1cccc(S(=O)(=O)NCCC(=O)O)c1
  A: -4 | B: -5 | C: 1 | D: 7 | E: -3 | F: -1 | G: 3 | H: 5 | I: -1 | J: -0.1

> CC1(C)CC(=O)C2=C(C1)Nc1ccccc1NC2c1cc(Cl)ccc1O (stereo not given)
  A: -5 | B: -6 | C: -14 | D: 3 | E: 0 | F: 2 | G: -1 | H: -32 | I: 1 | J: 0.3

> COc1ccccc1NC(=O)Nc1nnc(C(C)c2ccccc2)s1 (stereo not given)
  A: 2 | B: -12 | C: 9 | D: -2 | E: -3 | F: 1 | G: -3 | H: -3 | I: -3 | J: 0.2

> COc1ccccc1C(=O)N/C(=C\c1cn(C)c2ccccc12)C(=O)NCCCn1ccnc1
  A: -1 | B: 0 | C: 8 | D: 6 | E: -2 | F: -3 | G: 4 | H: 10 | I: -5 | J: -0.8

> COc1cc(OC)cc(C(=O)c2c(C)c(C#N)c3ccccn23)c1
  A: 5 | B: 8 | C: -2 | D: -22 | E: 1 | F: 3 | G: -15 | H: -3 | I: 2 | J: -1.2

> CC1CCC(NC(=O)CN2CCC(n3nnc4cc(F)ccc43)CC2)CC1 (stereo not given)
  A: 1 | B: 0 | C: -1 | D: 0 | E: 3 | F: 1 | G: -5 | H: -4 | I: 10 | J: -0.2

> O=C(NCc1ccccc1)c1ccc(Br)cc1
  A: 2 | B: 7 | C: 1 | D: -8 | E: -8 | F: 2 | G: 6 | H: -3 | I: -5 | J: 0.2

> Cc1cc(-c2onc(C)c2C(=O)O)no1
  A: 1 | B: -6 | C: -7 | D: -6 | E: 0 | F: 2 | G: -6 | H: -1 | I: -3 | J: 0.3

> COc1ccc(C(=O)/C=C/Nc2ccc(C)cn2)cc1OC
  A: 3 | B: 3 | C: 1 | D: -8 | E: -2 | F: -1 | G: -1 | H: -10 | I: 1 | J: 2.6

> CC(C)OC(=O)NC(Nc1ccccc1C(=O)O)(C(F)(F)F)C(F)(F)F
  A: -5 | B: -4 | C: -3 | D: -14 | E: 6 | F: 9 | G: 4 | H: -4 | I: 11 | J: 0.9

> CCOC(=O)N1CCC(NC(=O)C2CCCN(S(=O)(=O)c3cccc4nsnc34)C2)CC1 (stereo not given)
  A: 4 | B: 3 | C: -2 | D: 3 | E: -2 | F: -1 | G: 2 | H: -2 | I: -2 | J: 0.3

> COc1ccc(Cl)cc1NC(=S)N(Cc1ccc(C(=O)O)cc1)Cc1ccc(OC)c(OC)c1
  A: 4 | B: -1 | C: -6 | D: 6 | E: 5 | F: 0 | G: 3 | H: -6 | I: -4 | J: -0.1

> CCOC(=O)C1(C)CCN1C(=O)c1ccccc1OC(F)(F)F (stereo not given)
  A: 0 | B: -7 | C: -2 | D: 5 | E: 1 | F: -2 | G: 5 | H: 1 | I: -5 | J: -0.1

> COc1ccccc1-c1cc(C(=O)NN)[nH]n1
  A: -2 | B: 3 | C: 7 | D: 9 | E: -3 | F: 0 | G: 5 | H: -14 | I: 2 | J: -0.3

> O=c1c2ccccc2ncn1-c1cccc(Br)c1
  A: 5 | B: 1 | C: 4 | D: -1 | E: 0 | F: 3 | G: -5 | H: 2 | I: -2 | J: -0.4

> N/C(=N\OS(=O)(=O)c1ccc(Cl)cc1)c1cccnc1
  A: 0 | B: 0 | C: 6 | D: 5 | E: -1 | F: 3 | G: -10 | H: 0 | I: -2 | J: 0.4

> Cc1ccc(C(=O)N/N=C2\CCSC2)cc1[N+](=O)[O-]
  A: -3 | B: 7 | C: 6 | D: -3 | E: 0 | F: -4 | G: -6 | H: 5 | I: -4 | J: -0.6

> CC(=O)Oc1c(Cl)cc(Cl)cc1/C=C/c1ccc2ccccc2n1
  A: 2 | B: -8 | C: -1 | D: -14 | E: -3 | F: -4 | G: 2 | H: 3 | I: 1 | J: -11

> COC(=O)c1oc2ccc(OC)cc2c1N
  A: 8 | B: 0 | C: -6 | D: -4 | E: 1 | F: 0 | G: -5 | H: -2 | I: -4 | J: -9.4

> N#Cc1c(N)[nH]c(C(=O)c2ccccc2)c1-c1ccccc1Br
  A: 32* | B: -2 | C: 2 | D: 5 | E: 1 | F: -3 | G: 6 | H: 6 | I: -7 | J: -0.1

> Nc1ccc2c(c1)OC1(CCCCC1)O2
  A: -4 | B: -6 | C: -1 | D: -12 | E: 18 | F: 0 | G: -3 | H: 5 | I: -5 | J: 0.1

> Cc1cccc(Nc2nc(N3CCOCC3)nc(N3CCOCC3)n2)c1
  A: -3 | B: -2 | C: -2 | D: -1 | E: -4 | F: 2 | G: 3 | H: -1 | I: -2 | J: 0.4

> Fc1ccc(CNC(=S)NC2CCCCCC2)cc1
  A: -4 | B: 5 | C: -6 | D: -1 | E: 4 | F: 0 | G: 4 | H: -5 | I: 0 | J: 0.3

> N=C1C(c2nc3ccccc3[nH]2)=C(O)CN1C1CCCCC1
  A: -2 | B: -2 | C: 5 | D: 15 | E: -2 | F: 0 | G: 2 | H: 8 | I: -4 | J: 0.4

# Shown with each value named: part of the list above
> N/C(=N\OS(=O)(=O)c1ccc(Cl)cc1)c1cccnc1
- LEDGF integ inh: 0
- DDE Tn6 FP inh: 0
- TCR CD3 inh: 6
- TDP2 inh: 5
- PRMT1 inh: -1
- UHRF1 binding: 3
- Tn7 DDE FP: -10
- SIAE inh: 0
- MBD2 DNA inh: -2
- KLK7 zymogen act: 0.4

> Cc1ccc(C(=O)N/N=C2\CCSC2)cc1[N+](=O)[O-]
- LEDGF integ inh: -3
- DDE Tn6 FP inh: 7
- TCR CD3 inh: 6
- TDP2 inh: -3
- PRMT1 inh: 0
- UHRF1 binding: -4
- Tn7 DDE FP: -6
- SIAE inh: 5
- MBD2 DNA inh: -4
- KLK7 zymogen act: -0.6

> CC(=O)Oc1c(Cl)cc(Cl)cc1/C=C/c1ccc2ccccc2n1
- LEDGF integ inh: 2
- DDE Tn6 FP inh: -8
- TCR CD3 inh: -1
- TDP2 inh: -14
- PRMT1 inh: -3
- UHRF1 binding: -4
- Tn7 DDE FP: 2
- SIAE inh: 3
- MBD2 DNA inh: 1
- KLK7 zymogen act: -11

# Reprinted at random: 2 compounds from above.
# Codes: A = LEDGF integ inh; B = DDE Tn6 FP inh; C = TCR CD3 inh; D = TDP2 inh; E = PRMT1 inh; F = UHRF1 binding; G = Tn7 DDE FP; H = SIAE inh; I = MBD2 DNA inh; J = KLK7 zymogen act
> CCOC(=O)C1(C)CCN1C(=O)c1ccccc1OC(F)(F)F (stereo not given)
  A: 0 | B: -7 | C: -2 | D: 5 | E: 1 | F: -2 | G: 5 | H: 1 | I: -5 | J: -0.1

> Fc1ccc(CNC(=S)NC2CCCCCC2)cc1
  A: -4 | B: 5 | C: -6 | D: -1 | E: 4 | F: 0 | G: 4 | H: -5 | I: 0 | J: 0.3

# Compounds were not picked by outcome; 4.6% or so of the library scored in one or more.
